# Abeta rescue: compounds reversing amyloid beta toxicity in yeast | yeast expressing A-beta42, growth rescue, OD600, 48 h; response scale: 0% DMSO, 100% iron-clioquinol control | Potency, µM (titrated, usually from 46.1 µM), for inactives: at the highest dose growth rescue, most hits filed as activators | actives 0.063% (n = 410,000); further: potency means the concentration at half of the fitted maximal effect; nearly all actives have a fitted effect of over 55% in size
#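 Growth rescue measured by 600 nm absorbance after 48 h yeast culture at 30 C with compound. Values normalized between DMSO and an equimolar ferric chloride plus clioquinol control.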
# Mm-Cpn inhibitor: M. maripaludis TRiC chaperonin inhibition; actives 0.031% (n = 330,000); Potency, µM (top dose mostly 76.9 µM), for inactives: at the highest dose activity, negative = inhibition, actives largely listed as inhibitors; purified Mm-Cpn ATPase, ADP Transcreener TR-FRET; AID 504842; further: potency means the concentration at half of the fitted maximal effect; on the % scale 0 is the no-effect control and ±100 the full control effect; nearly all actives have a fitted effect of over 80% in size
#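 Reaction buffer contained 30 mM Tris pH 7.4, 100 mM KCl, 5 mM MgCl2 and 1 mM DTT. Mm-CPN (25 nM final) hydrolysed 10 uM ATP over 30 min at 37°C; ADP was read by HTRF.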
# GLP1R inv ag: inverse agonists of human GLP-1 receptor. P43220. HEK293 GLP-1R CRE-luciferase, luminescence, 24 h; GLP-1R form is constitutively active. Potency, µM (top dose mostly 38.3 µM), for the others: at the top dose activity change, negative = inhibition, actives largely listed as inhibitors. actives 1.6% (n = 410,000); further: potency means the concentration at half of the fitted maximal effect; on the % scale 0 is the no-effect control and ±100 the full control effect; nearly all actives have a fitted effect of over 55% in size
# Target sequence (P43220 whole entry, looked up): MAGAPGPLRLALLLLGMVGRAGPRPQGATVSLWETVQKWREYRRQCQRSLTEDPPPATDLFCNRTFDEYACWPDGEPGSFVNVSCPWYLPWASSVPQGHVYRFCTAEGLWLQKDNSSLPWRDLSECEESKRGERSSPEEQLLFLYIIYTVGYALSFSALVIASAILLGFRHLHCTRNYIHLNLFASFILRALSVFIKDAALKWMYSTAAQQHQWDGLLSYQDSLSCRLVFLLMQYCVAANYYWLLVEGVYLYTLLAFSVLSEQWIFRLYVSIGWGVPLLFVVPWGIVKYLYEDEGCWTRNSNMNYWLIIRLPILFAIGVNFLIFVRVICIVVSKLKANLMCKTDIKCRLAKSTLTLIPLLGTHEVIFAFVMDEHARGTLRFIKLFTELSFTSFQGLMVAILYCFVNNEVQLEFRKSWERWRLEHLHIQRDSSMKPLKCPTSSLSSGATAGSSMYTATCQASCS
#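 HEK293 cells stably co-expressing constitutively active GLP-1R and a cAMP-responsive luciferase reporter were seeded in DMEM with 10% Nu serum, given compounds after 12 h, and incubated 24 h at 37 deg C. Luminescence was then read.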
# aSyn rescue: rescues yeast growth from alpha-synuclein toxicity; Yeast expressing alpha-synuclein, growth rescue, BacTiter-Glo, 24 h; Potency, µM (titrated, usually from 46.1 µM), for the others: top-dose growth rescue (activation), usual class: activators; actives 0.14% (n = 370,000); further: potency means the concentration at half of the fitted maximal effect; % of control where 0% means no effect; nearly all actives have a fitted effect of over 65% in size
#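 Readout is rescue of growth in alpha-synuclein-expressing yeast, so inhibitors of toxicity appear as activators. Growth after 24 hr at 30 deg C in galactose medium is quantified by luminescence.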
# PTHR1 agonist: activates the human parathyroid hormone receptor PTHR1. Q03431. HEK293 GP2 PTHR1 cells, GloSensor cAMP luminescence, 1 h. Potency, µM (doses to about 115 µM), for the others: at the top dose activation, most hits filed as activators. actives 0.075% (n = 410,000). AID 743266; further: potency means the concentration at half of the fitted maximal effect; nearly all actives have a fitted effect of over 55% in size; some results filed as inactive show a strong effect at the top dose; inactives centre near -15; many of its hits are not listed in these tables
# Target sequence (Q03431 whole entry, looked up): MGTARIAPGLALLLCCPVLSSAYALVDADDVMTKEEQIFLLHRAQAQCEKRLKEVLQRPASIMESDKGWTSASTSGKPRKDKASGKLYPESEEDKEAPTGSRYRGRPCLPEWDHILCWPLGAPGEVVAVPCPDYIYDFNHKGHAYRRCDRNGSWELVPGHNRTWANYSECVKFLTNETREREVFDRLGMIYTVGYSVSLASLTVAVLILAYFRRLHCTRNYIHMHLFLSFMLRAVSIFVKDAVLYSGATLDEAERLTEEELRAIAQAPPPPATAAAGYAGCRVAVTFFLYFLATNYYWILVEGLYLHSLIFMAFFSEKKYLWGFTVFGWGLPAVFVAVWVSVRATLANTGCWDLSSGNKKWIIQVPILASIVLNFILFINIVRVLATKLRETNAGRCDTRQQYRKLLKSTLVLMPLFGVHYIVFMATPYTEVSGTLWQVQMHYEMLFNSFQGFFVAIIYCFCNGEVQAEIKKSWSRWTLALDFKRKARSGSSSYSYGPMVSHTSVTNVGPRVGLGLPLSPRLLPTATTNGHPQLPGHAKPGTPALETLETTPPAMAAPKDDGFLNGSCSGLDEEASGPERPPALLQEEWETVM
#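 HEK-293-derived GP2 cells expressing PTHR1 and a GloSensor cAMP reporter, 3,000/well, plated overnight, given luciferin plus IBMX (each 0.5 mM as added) for 1 h at 37 °C, then compound for 1 h at 37 °C. Luminescence was read after 15 min at room temperature.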
# GLP1R cytotox: cytotoxicity in counter-screen for GLP-1R inverse agonists | actives 0.13% (n = 410,000) | HEK293 cAMP-luciferase reporter cells, luminescence, 24 h | AID 624418 | Potency, µM (titrated, usually from 38.3 µM), inactives show at the top dose activity change, negative = inhibition, hits mostly inhibitors;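 further: loss of luciferase light is scored as toxicity; potency means the concentration at half of the fitted maximal effect; on the % scale 0 is the no-effect control and ±100 the full control effect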
#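 Seeding density was 200 cells/uL; after overnight-length (12 h) culture, 23 nL compounds went on for 24 h at 37 °C. Readout used a luciferase detection reagent, luminescence taken after 12 min at room temperature.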
# Akt phos inh: inhibitors of Akt phosphorylation | Neuro2A IGF-stimulated pAkt S473 HTRF, 20 min; stronger effect = lower value | actives 0.32% (n = 360,000) | AID 651550 | activity change, % for hits at 50 µM; in the data active means activity change below about -80%; inconclusive means mostly about -51% to -80%; further: on the % scale 0 is the no-effect control and ±100 the full control effect
#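 Neuro2A cells (4,500/well, DMEM with 0.5% FBS) were treated with compound at a single 50 µM final concentration, stimulated with 6 nM IGF for 20 min at 37 °C, and lysed. Phospho-Akt Ser473 was read by HTRF as 665/615 ratio ×10^4.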
# FUS yeast rescue: FUS proteinopathy suppression in yeast; AID 1347120; S. cerevisiae FUS-expressing, growth rescue, OD600, 24 h; Potency, µM (titrated, usually from 76.6 µM), inactives show at the highest dose growth rescue (activation), usual class: activators; actives 0.24% (n = 390,000);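 further: potency means the concentration at half of the fitted maximal effect; plate controls were DMSO vehicle for no effect and reference control for full effect; nearly all actives have a fitted effect of over 55% in size; some results filed as inactive show a strong effect at the top dose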
#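 Toxicity suppression screen in FUS-yeast. Cells induced with 2% galactose, starting OD 0.005, treated 24hr at 30C with compounds at multiple final concentrations; growth by OD600.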
# TDP-43 yeast inh: rescues yeast growth from TDP-43 toxicity | TDP-43 expressing yeast growth rescue, BacTiter-Glo, 24 h | Potency, µM (series often up to 46.1 µM), for the others: top-dose growth rescue (activation), actives largely listed as activators | actives 1.8% (n = 410,000); further: potency means the concentration at half of the fitted maximal effect; % of control where 0% means no effect; nearly all actives have a fitted effect of over 50% in size
#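 Galactose-induced TDP-43 yeast, OD600=0.02, compound pinned; 24 hr, 30 deg C; BacTiter-Glo luminescence for growth. Inhibitors of TDP-43 toxicity read as activators.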
# An asterisk follows results filed as active; i = inactive; ? = inconclusive; nt = not tested or not shown; [ ] = remark or other dose. Unless noted, the call rests on the fitted dose curve; in most records, active means well fitted curve in the direction sought with a large enough effect; inconclusive means small, poorly fitted or top-dose-only effect, or another doubt; inactive means no such curve, though single readings can be large; an effect the other way counts as inactive or inconclusive. Some of the compounds tested; the hit share may differ from the screen's.
structure	Abeta rescue	Mm-Cpn inhibitor	GLP1R inv ag	aSyn rescue	PTHR1 agonist	GLP1R cytotox	Akt phos inh	FUS yeast rescue	TDP-43 yeast inh
Cc1ccc2c(c1)C(c1ccccc1)N(C(=O)c1ccccc1F)CC(=O)N2 (stereo not drawn)	9%	nt	?	nt	-21%	6%	nt	26%	13%
O=S(=O)(c1ccccc1)c1nc(-c2ccc(F)cc2)oc1NCC1CCCO1 (stereo not drawn)	5%	1%	-32%	-4%	-11%	-13%	i	nt	0%
Cc1cc(Cl)c(S(=O)(=O)Nc2ccc3c(c2)OCO3)cc1OCC(N)=O	8%	1%	5%	7%	-6%[57.5 µM]	-10%	i	-5%	9%
N#Cc1cccc2c1-c1ccccc1/C2=N/NC(N)=S	-5%	-1%	?	-8%	-18%	?	i	43%	11µM*
COc1ccc2c(c1)CCc1c(C(=O)NCC(C)C)noc1-2	17%	0%	?	2%	-32%[inhibitor]	3%	i	23%	19%
COc1ccc(Br)c(C(=O)Nn2c(C)nc3ccccc3c2=O)c1	-8%	-2%	-23%	-10%	-15%[57.5 µM]	-6%	i	-9%	-6%
O=C(O)CN1C(=O)/C(=C\c2cccc(OCc3ccccc3)c2)SC1=S	?	-1%	6%	-4%	-71%[inhibitor]	-6%	i	2%	27%
CC(c1nccs1)N(C)C(=O)CCc1nnc(CCc2ccccc2)o1 (stereo not drawn)	5%	-2%	7%	0%	i	-10%	i	-4%	7%
Cc1nc2ccc([N+](=O)[O-])cc2c(=O)n1Cc1cccc(F)c1	?	0%	11%	-1%	-17%	2%	i	16%	?
CC(C)(C)C1CCC(=NNC(=O)CC(=O)NCc2ccccc2)CC1 (stereo not drawn)	-4%	3%	12%	2%	i	5%	i	-11%	8%
CCOc1ccc(NC(=O)NCc2ccccn2)cc1	6%	1%	9%	5%	i	-1%	i	9%	6%
Cc1cc(C)nc(Sc2ncnc3c2oc2ccccc23)n1	26%	-10%	0%	13%	-5%[57.5 µM]	?	i	7%	22µM*
C=CCn1c(SCC(=O)Nc2cccnc2Cl)nnc1-c1ccc(Cl)cc1	-10%	3%	13%	-1%	i	6%	i	nt	27%
c1ccc(N/N=C(\Cc2ncc[nH]2)c2ccccc2)cc1	6%	1%	?	18%	-20%	-3%	i	-6%	14%
CCOc1ccc(CCNC(=O)CN2CCN(Cc3ccccc3F)C2=O)cc1OCC	5%	1%	-16%	0%	?	49%[activator]	i	20%	-12%
COC(=O)c1c(NC(=O)CN2CCC(C(N)=O)CC2)c2c(C)cccc2n1C	3%	0%	-2%	-3%	i	-3%	i	-13%	-2%
COCCNC(=O)Cn1cnc2c(cnn2-c2ccc(C)cc2)c1=O	4%	1%	-15%	-3%	-15%	-3%	i	26%	nt
CCc1ccc(N(CC(=O)Nc2ccccc2C(=O)N2CCOCC2)S(C)(=O)=O)cc1	5%	0%	7%	8%	-23%	59%[activator]	i	-28%	15%
O=C(Nc1nccs1)c1sc2ccccc2c1Cl	-23%	-10%	?	-4%	-12%[57.5 µM]	?	i	19%	-16%
Nn1c(SCc2csc(-c3ccccc3)n2)nnc1-c1cccs1	20%	-21%	-6%	2%	-8%	2%	i	15%	-10%
Cc1nn(Cc2c(F)cccc2Cl)c(=O)c2ccccc12	-23%	0%	-14%	-8%	-6%	0%	i	-10%	-4%
Cc1cc(OCC(=O)O/N=C(\N)Cc2cccs2)ccc1Br	3%	5%	?	-18%	0%	1%	i	nt	-92%[inhibitor]
COc1cccc(C(=O)NCCc2csc(-c3ccc(Cl)cc3)n2)c1	-8%	nt	?	nt	i	-6%	nt	43%	35µM*
CCOc1ccc(N(CC(=O)N2CCN(c3ccccc3OC)CC2)S(=O)(=O)c2ccc(C)cc2)cc1	12%	1%	?	-16%	i	-5%	i	5%	-1%
O=C(COC(=O)CCCNC(=O)c1ccc(Cl)cc1)NC1CC1	14%	1%	-10%	-1%	-22%	-11%	i	1%	15%
O=c1[nH][nH]c(-c2ccccc2O)c1C(C[N+](=O)[O-])c1ccc(Br)cc1 (stereo not drawn)	14%	0%	?	-1%	i	18%[1.53 µM]	i	29%	-1%
CC(NCc1ccco1)C(=O)N1CCc2ccccc2C1 (stereo not drawn)	-2%	1%	5%	2%	-8%[57.5 µM]	0%	i	6%	-10%
N#Cc1ccccc1S(=O)(=O)N1CCC(C(=O)NCc2ccccc2CN2CCCC2)CC1	-12%	3%	?	1%	-32%[inhibitor]	4%	i	1%	13%
O=C(NCCCN1CCN(CCCNC(=O)c2ccccc2F)CC1)c1ccccc1F	-9%	3%	6%	-3%	-1%	-10%	i	32%	-4%
COCCNC(=O)Cn1c(=O)n(CCCCCC(=O)NCc2ccccc2Cl)c(=O)c2sccc21	-9%	nt	4%	nt	22%	-1%	nt	16%	-6%
CC(C)Cc1nnc(NC(=O)CCC(=O)N2CCC(C)CC2)s1	0%	0%	9%	4%	i	-4%	i	13%	-15%
c1ccc(-c2cnc(-c3ccccc3)nn2)cc1	-4%	nt	-26%	-1%	-92%	-28%	i	-30%	23%
COc1ccc(C(O)c2nc(-c3ccccc3OC)cs2)cc1 (stereo not drawn)	30%	nt	-23%	?	-18%	-3%	i	12%	?
O=C(Nc1ccc(N2CCN(C(=O)c3ccco3)CC2)cc1)c1cccc(F)c1	19%	-2%	5%	2%	-14%	-10%	i	27%	?
Cc1ccc(S(=O)(=O)N2CCCCC2)cc1NC(=O)COc1ccccc1F	6%	-3%	-31%	-14%	-24%	-5%	i	2%	nt
CCCNc1nc(C)nc2c1cnn2CCc1ccccc1	-8%	-1%	61%[activator]	-7%	i	4%	i	5%	1%
Cc1cccc(C2c3[nH]c4ccccc4c3CCN2Cc2ccc(C)s2)n1 (stereo not drawn)	7%	-1%	?	3%	-4%	-5%	i	4%	0%
O=C1c2ccccc2-c2nnc(-c3ccc(F)cc3)cc21	-16%	-1%	-9%	8%	-21%	-6%	i	12%	-13%[9.22 µM]
Cc1ccc(C(C)C)c(OCC(=O)N2CCC(c3nc4ccccc4o3)CC2)c1	-5%	nt	?	nt	-17%	-9%	nt	?	?
Cc1onc(-c2c(Cl)cccc2Cl)c1C(=O)N1CCN(Cc2ccccc2)CC1	-4%	3%	-27%	1%	i	9%	i	2%	-2%
Cc1cc(C)cc(Oc2ccccc2/C=C\C(=O)O)c1	15%	1%	-5%	5%	i	-18%	i	13%	22%
Cn1c2ccccc2c2cc(/C=N/NC(=O)c3ccc(N)cc3)ccc21	-13%	-12%	-28%	10%	-11%	-26%	i	19%	?
CCOc1ccc(-c2c(C)nn3c(C)c(C(=O)NCc4ccc(C)o4)cnc23)cc1OCC	-1%	nt	-20%	nt	i	8%	nt	10%	25%
O=C(Cc1cccs1)NC(c1ccccc1)c1ccccc1	12%	2%	?	-10%	i	8%	i	22%	14%
COc1ccccc1NC(=O)c1c(Nc2ccccc2F)sc(C(=O)Nc2cccc(Cl)c2)c1N	22%	-5%	?	11%	-40%[inhibitor]	-18%	i	?	12%
COc1ccc(C(=O)C[n+]2cccc(Br)c2)cc1	-21%	-1%	5%	-8%	i	13%	i	?	-25%
CCOCCCNS(=O)(=O)c1ccc(NC(=O)c2ccc(OC)c([N+](=O)[O-])c2)cc1	-10%	5%	6%	3%	i	11%	i	11%	-26%
CCN(CC)CCN(C(=O)c1ccco1)c1nc2c(C)c(C)ccc2s1	-33%	nt	-4%	nt	-9%	?	nt	-12%	-27%
CCC(C)C1NC(=S)N(Cc2ccccc2)C1=O (stereo not drawn)	3%	-2%	?	3%	i	69%[activator]	i	-9%	?
COCC(C)n1c(SCC(=O)c2cc(C)n(C)c2C)nc2ccccc2c1=O (stereo not drawn)	-16%	-1%	13%	9%	i	-4%	i	15%	12%
CCCc1nc2oc3c(NCC(C)O)ncnc3c2c2c1CCCC2 (stereo not drawn)	-5%	-12%	4%	2%	i	14%	i	20%	?
CC1(c2cccs2)CC(c2cccs2)=C(C#N)C(=O)N1 (stereo not drawn)	-6%	-1%	0%	1%	-5%	1%	i	19%	-17%
CC1(C)Cc2c(c(N3CCOCC3)nc3sc(-c4ccc(C(=O)O)o4)c(N)c23)CO1	-1%	?	16%	9%	-24%	334%[activator]	i	?	?
Cc1cccc(NC(=S)NCCc2ccccc2)c1C	36%	-2%	?	-2%	i	?	i	8%	18µM*
O=C1CC(N2CCN(S(=O)(=O)c3ccccc3F)CC2)C(=O)N1c1ccccc1Cl (stereo not drawn)	-4%	1%	26%	11%	-21%	-6%	i	40%	-14%
CCCc1cc(C(=O)N2CCCC(Cc3ccccc3C)(C(=O)OCC)C2)no1 (stereo not drawn)	-9%	0%	?	-9%	i	0%	i	27%	7%

# Ordered by SMILES length (smallest number first): part of the list above
structure	Abeta rescue	Mm-Cpn inhibitor	GLP1R inv ag	aSyn rescue	PTHR1 agonist	GLP1R cytotox	Akt phos inh	FUS yeast rescue	TDP-43 yeast inh
Cc1cccc(NC(=S)NCCc2ccccc2)c1C	36%	-2%	?	-2%	i	?	i	8%	18µM*
CCC(C)C1NC(=S)N(Cc2ccccc2)C1=O (stereo not drawn)	3%	-2%	?	3%	i	69%[activator]	i	-9%	?
CC1(c2cccs2)CC(c2cccs2)=C(C#N)C(=O)N1 (stereo not drawn)	-6%	-1%	0%	1%	-5%	1%	i	19%	-17%

# Assay outcomes (PubChem)
